zVAD death inh = inhibitors of zVAD-triggered necroptosis, primary screen, L929 cells | L929 zVAD necroptosis rescue, ATP luminescence, 24 h; with zVAD 60 µM | viability rescue, % at 10 µM | 0.38% of 220,000 active | AID 1377, 2008;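 active = activation, scaled between plate controls, above about 75%, limit read from the data; inactive = activation under that limit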;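 also: 0% = zVAD with DMSO and 100% = DMSO alone without zVAD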
Runt-SMMHC FRET = inhibitors of RUNX1 Runt–CBFb-SMMHC binding, primary screen, biochemical, FRET, Cerulean-Runt, Venus-CBFb-SMMHC, uHTS; Cerulean-Runt/Venus-CBFb-SMMHC FRET ratio 530/480, 1 h; 0.74% of 220,000 active; Runt-related transcription factor 1 (Homo sapiens) + Core-binding factor subunit beta …; inhibition, % at 20 µM;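 active = mean inhibition across duplicate retests at 20 µM reaching about 50%, limit read from the data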;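 also: 0% = DMSO wells and 100% = wells with excess untagged CBFb-SMMHC; inhibitors lower the FRET ratio by blocking Runt binding to CBFb-SMMHC; some results filed as inactive read as strong as hits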
TNF death inh = inhibitors of TNF-alpha triggered necroptosis, primary screen, cell-based, Jurkat FADD-/-, single concentration. activation (protection from cell death), % at 10 µM. Jurkat FADD-/- TNF necroptosis rescue, ATP luminescence, 24 h; 0 = TNF only, 100 = no-TNF cells. 0.068% of 220,000 active. AID 463075, 2010;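 active = activation, meaning protection from cell death, of at least 50% relative to plate controls; inactive = activation below 50%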;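 also: necroptosis triggered by 40 ng/mL TNF-alpha added together with compound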
EP2 mod = EP2 receptor modulators, cAMP readout, primary screen, cell-based, HTRF cAMP, PGE2 stimulation | AID 940, 2007 | 0.83% of 260,000 active | Prostaglandin E2 receptor EP2 subtype (Homo sapiens), P43116 | EP2-expressing cells, cAMP HTRF FRET, PGE2 co-stimulation | induction, % at 25 µM;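 active = compounds whose cAMP rise, as percent of the full-agonist control response, exceeds 60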;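 also: rat C6 glioma line stably carrying human EP2 under a CMV promoter; the protocol text gives 20 µM as final concentration; 100% = response of wells given 1 µM PGE2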
Hck-Nef inh = inhibitors of Nef-activated human Hck kinase, primary screen, biochemical, Z-Lyte FRET, 384-well, Hck-YEEI; 0.68% of 220,000 active; Tyrosine-protein kinase HCK (Homo sapiens), P08631; Recombinant Hck-YEEI plus Nef, Z-Lyte FRET kinase assay; AID 463187, 2010; inhibition, % at 20 µM;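 active = Hck-Nef kinase inhibition above about 50%, limit read from the data; inactive = inhibition below that limit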;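 also: 0% = DMSO with Hck plus Nef and 100% = Hck alone without Nef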
PERK inhibitor = block of dimerizer-induced PERK translation repression, primary screen, PERK inhibitor project, CHO PERK-DD cells, SEAP luminescence, HTS | 0.17% of 220,000 active | inhibition, % at 5.6 µM | Eukaryotic translation initiation factor 2-alpha kinase 3 (Homo sapiens), Q9NZJ5 | CHO PERK-DD fusion, SEAP luminescence translation reporter;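 active = inhibition above the mean inhibition of all tested compounds plus 3 SD, set separately per screening campaign, cut at about 2.9% in these data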;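 also: PERK kinase domain activated by AP20187 dimerizer at 100 nM; 0% = DMSO with dimerizer and 100% = rapamycin at 8.4 µM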
Target sequence (Q9NZJ5 whole entry, looked up, the tested form may be a part): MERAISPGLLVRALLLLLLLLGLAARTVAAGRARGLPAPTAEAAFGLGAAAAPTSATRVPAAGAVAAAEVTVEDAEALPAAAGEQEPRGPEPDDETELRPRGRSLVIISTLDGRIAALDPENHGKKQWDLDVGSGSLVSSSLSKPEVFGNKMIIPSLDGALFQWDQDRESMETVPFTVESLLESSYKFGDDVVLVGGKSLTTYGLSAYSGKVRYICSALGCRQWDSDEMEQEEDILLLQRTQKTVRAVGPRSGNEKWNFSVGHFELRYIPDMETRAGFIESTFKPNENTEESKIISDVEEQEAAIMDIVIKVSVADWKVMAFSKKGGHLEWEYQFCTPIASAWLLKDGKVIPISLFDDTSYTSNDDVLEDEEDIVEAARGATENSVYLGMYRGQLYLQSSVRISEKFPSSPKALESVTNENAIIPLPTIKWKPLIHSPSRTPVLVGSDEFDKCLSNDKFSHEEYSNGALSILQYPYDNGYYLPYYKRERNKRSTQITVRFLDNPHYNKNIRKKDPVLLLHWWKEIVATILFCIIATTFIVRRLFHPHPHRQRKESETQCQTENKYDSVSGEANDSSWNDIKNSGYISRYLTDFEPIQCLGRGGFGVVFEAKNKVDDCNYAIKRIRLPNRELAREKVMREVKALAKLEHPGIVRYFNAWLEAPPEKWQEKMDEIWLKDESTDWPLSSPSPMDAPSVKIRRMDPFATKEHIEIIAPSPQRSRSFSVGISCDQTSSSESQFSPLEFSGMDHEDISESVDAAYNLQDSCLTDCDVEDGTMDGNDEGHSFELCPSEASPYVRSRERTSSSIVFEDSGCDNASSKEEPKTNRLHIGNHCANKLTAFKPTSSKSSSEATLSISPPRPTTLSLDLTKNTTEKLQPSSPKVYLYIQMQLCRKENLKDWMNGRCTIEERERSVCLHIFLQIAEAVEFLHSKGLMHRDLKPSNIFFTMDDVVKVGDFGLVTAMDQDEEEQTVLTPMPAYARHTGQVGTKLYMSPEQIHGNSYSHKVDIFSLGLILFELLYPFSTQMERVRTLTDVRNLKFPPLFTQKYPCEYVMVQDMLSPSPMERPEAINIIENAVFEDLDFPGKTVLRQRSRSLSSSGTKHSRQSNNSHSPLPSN
RBBP9 inh = human RBBP9 inhibitors, primary screen, biochemical, fluorescence polarization, FP-Rh probe, HTS. Serine hydrolase RBBP9 (Homo sapiens), O75884. recombinant RBBP9. inhibition, % at 7.94 µM. 0.2% of 220,000 active. AID 1515, 2009;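 active = inhibition above the campaign mean of all tested compounds plus 3 SD, cut at about 14% in these data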;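 also: plate controls were DMSO wells with RBBP9 for no effect and wells lacking RBBP9 protein for full effect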
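system = RBBP9 protein | input = RBBP9 at 2.5 µM in dispensed solution, before mixing | measured by = fluorescence polarization (mP), excitation 525 nm, emission 598 nm | incubation = enzyme-compound preincubation 30 min, then probe labeling 45 min, 25 °C | buffer or medium = Tris-NaCl-Pluronic buffer, pH 8.0 | compound = single dose 7.94 µM | also added = FP-Rh probe, 375 nM dispensing solution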
PGE2 EP2 inh = human EP2 receptor antagonists, primary screen, TR-FRET cAMP, C6 glioma cells | AID 1422, 2008 | C6 glioma cells expressing human EP2; cells stimulated with saturating PGE2 | inhibition, % at 25 µM | 0.52% of 260,000 active | Prostaglandin E2 receptor EP2 subtype (Homo sapiens), P43116;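 active = percent inhibition above 40 after rounding to a whole number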;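 also: rat C6 glioma host cells with rolipram phosphodiesterase inhibitor present; the protocol text gives 20 µM as final concentration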
Runt-CBFb FRET = inhibitors of RUNX1 Runt–CBFb binding, primary screen, biochemical, FRET, Cerulean-Runt, Venus-CBFb, uHTS. Cerulean-Runt/Venus-CBFb FRET ratio 530/480, 1 h. inhibition, % at 20 µM. 0.46% of 220,000 active. AID 1496, 2009;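 active = inhibition over about 50% at 20 µM in the single-dose screen, limit read from the data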;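 also: 0% = DMSO wells and 100% = excess unlabeled CBFb competitor control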
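test system = Cerulean-tagged RUNX1 Runt domain (FRET donor) fusion protein | reagent = Venus-CBFb binding partner, 100 nM | incubation = protein complex preformed 1 h, compound exposure 1 h, room temperature, dark | detection = FRET fluorescence | read-out basis = loss of energy transfer signal | controls = 5 µM unlabeled CBFb as full-inhibition high control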
An asterisk follows results filed as active; . = not tested or not shown; & = joins results of further samples. A portion of the library. The share of hits here may be higher or lower than overall.

SMILES	zVAD death inh	Runt-SMMHC FRET	TNF death inh	EP2 mod	Hck-Nef inh	PERK inhibitor	RBBP9 inh	PGE2 EP2 inh	Runt-CBFb FRET
COc1ccc(CCNC(=O)CSc2ncn[nH]2)cc1	0.9	-6	-0.7	0	3	-0.7	1	5	1
O=C(Cc1ccc(Br)cc1)Nc1nc2ccccc2[nH]1	2.4	-2	3.2	-23	4	0.0	-6	10	-2
O=C(CO/N=C\c1ccccc1)Nc1ccccc1C(=O)N1CCOCC1	0.1	-1	-0.4	-4	1	0.3	-4	4	-2
CCCC(=O)Nc1nnc(-c2ccc3c(c2)OCO3)s1	-0.1	1	5.7	23	8	1.8	-4	10	2
CC(O)[C@H]1CNC(=O)C(=O)N1CC(C)(C)C (stereo partly specified)	-0.1	1	1.5	15	12	.	.	9	0
O=C(COC(=O)C1(c2ccc(Cl)cc2)CCCC1)N1CCc2ccccc21	0.5	1	4.3	-12	3	1.1	-7	11	-1
COCc1cc(C)nc(OCC(=O)N/N=C/c2ccco2)c1C#N	0.7	-2	1.0	29	3	0.6	-5	7	1
CC(C)(C)c1ccccc1NC(=O)Cn1c(=O)cnc2ccccc21	0.1	2	1.7	2	-1	-0.1	0	8	-3
CN1c2ccccc2C(O)=C(C(=S)Nc2ccccc2)S1(=O)=O	0.8	5	-3.1	-11	2	1.0	-4	6	4
N/C(=N\OC(=O)Cc1ccc(-c2ccccc2)cc1)c1cccc([N+](=O)[O-])c1	0.0	-6	-1.3	-33	2	2.3	-3	9	-5
COc1ccc(C2C(C#N)=C(C)NC3=C2S(=O)(=O)c2ccccc23)cc1 (stereo unspecified)	-0.9	0	-2.1	33	-7	0.0	-1	12	1
COCC(C)n1c(C)cc(C(=O)COC(=O)CN=C2NS(=O)(=O)c3ccccc32)c1C (stereo unspecified)	0.7	-2	0.4	19	4	1.4	5	11	-2
O=C(COc1ccc(S(=O)(=O)N2CCCC2)cc1Cl)NC1CCCC1	0.2	-3	-0.4	-36	2	0.3	-4	6	-1
Cc1ccc(-c2c(C#N)c(N)n3c(nc4ccccc43)c2C#N)cc1	0.8	118*	-15	-9	26	0.1	5	24	58*
COc1cc(C2CC(=O)Oc3c(C(CCN4CCCC(C)C4)c4ccc(N(C)C)cc4)c(OC)cc(OC)c32)cc(OC)c1OC (stereo unspecified)	0.2	3	-0.6	2	22	.	.	14	0
CCOC(=O)CSc1nnc(Cc2ccccc2)n1-c1ccc(C)cc1	-1.1	0	-0.3	31	10	0.1	-9	7	-2
CCN(CC)S(=O)(=O)c1cccc(-c2n[nH]c(=S)n2Cc2ccccc2)c1	-0.7	6	-0.3	-4	18	-0.2	-4	7	2
OCCNCC(O)Cn1ccc2ccccc21 (stereo unspecified)	0.0	0	-0.7	-28	0	0.5	5	2	0
CC(=O)c1ccc(N=Nc2ccc(N(C)C)cc2)cc1	0.7	-9	-2.3	11	25	0.4	3	7	-1
O=C(CSc1c[nH]c2ccccc12)NCc1ccc2c(c1)OCO2	1.1	-4	-3.8	-11	2	1.5	-4	9	2
COC(=O)c1cccc(NC(=O)NC23CC4CC(CC(C4)C2)C3)c1	1.2	-2	3.3	-48	8	0.1	-7	10	-1
CCOC(=O)c1ccc(NC(=S)NCCCN2CCOCC2)cc1	3.4	-2	0.1	-6	21	-0.3	3	9	6
CCCCn1c(S(=O)(=O)O)nc2ccccc21	0.0	1	-0.9	3	1	1.6	-5	9	0
COc1cc(-c2cc(C(=O)Nc3ccc(O)cc3)c3ccccc3n2)cc(OC)c1OC	4.0	-1	-11	-28	14	-2.4	-13	7	17
CCc1cc2c3c(c1)C(C)CC(C)(C)N3C(=O)/C2=C1\SC(=O)NC1=O (stereo unspecified)	0.2	-4	0.7	-18	7	-0.8	-11	6	-4
COc1cccc(-n2nc(C(C)=O)c(=O)[nH]c2=O)c1	2.8	-6	1.5	24	11	0.8	-4	3	3
O=C1NC(Cc2c[nH]c3ccccc23)C(=O)N1Cc1cccc2ccccc12 (stereo unspecified)	2.3	-3	3.5	10	2	0.3	-2	7	0
N#CC(c1ccc(F)cc1)c1ccc(C(=O)c2ccc(F)cc2)cc1 (stereo unspecified)	-0.2	1	-4.4	8	-2	0.1	-5	23	1
Nc1nc(SCC(=O)c2ccc(Br)s2)n[nH]1	0.4	-1	-0.2	-4	11	0.8	2	6	6
O=C(Cc1c(F)cccc1Cl)Nc1ncc([N+](=O)[O-])s1	2.2	-6	60*	-15	-20	0.8	-10	7	2
O=C(Nc1ncc(Cc2cccc(C(F)(F)F)c2)s1)C1CCCO1 (stereo unspecified)	-0.2	1	4.3	8&-21	17	-0.1	1	19&3	-2
CN1CCCC1=Nc1c2c(nc3ccccc13)N(C)CC2	-0.4	-2	1.3	20	5	-0.9	-8	11	0
Cc1cc(Cl)c(S(=O)(=O)N2CCN(c3ccc(F)cc3)CC2)cc1OCC(N)=O	0.0	-7	-0.1	1	6	0.6	-1	9	-6
COc1ccc(-c2nnc(SCC(=O)Nc3cc(S(=O)(=O)N4CCCCC4)ccc3Cl)n2N)cc1	0.5	4	4.4	18	8	-0.5	0	7	-2
Cc1cccc(NC(=O)CSc2nnc(NC(=O)c3ccc(S(=O)(=O)N4CCOCC4)cc3)s2)c1C	-0.2	-3	1.1	4	6	0.4	4	7	-2
Cc1cc(=O)n(CCc2ccccc2)c(O)c1C#N	0.1	4	-0.9	19	6	1.5	5	18	-4
CCCOc1ccc(Cn2cnc3ccccc32)cc1	0.0	-2	-5.1	-4	0	0.4	-3	5	-1
O=C(CCC(=O)OCC(=O)c1ccc([N+](=O)[O-])cc1)NC1CCCCC1	-0.1	-3	-3.5	16	8	0.8	1	2	4
CCCn1c(SCC(=O)Nc2cccc(C)n2)nnc1-c1ccco1	-0.1	2	-2.9	35	-1	-0.1	-6	.	0
Cc1ccc(Cl)cc1-c1ccc(C=Nc2ccc(N3CCOCC3)cc2)o1	0.3	-2	0.7	36	5	0.0	-1	28	0

Structural class, those above containing a tert-butyl group (two)
SMILES	zVAD death inh	Runt-SMMHC FRET	TNF death inh	EP2 mod	Hck-Nef inh	PERK inhibitor	RBBP9 inh	PGE2 EP2 inh	Runt-CBFb FRET
CC(O)[C@H]1CNC(=O)C(=O)N1CC(C)(C)C (stereo partly specified)	-0.1	1	1.5	15	12	.	.	9	0
CC(C)(C)c1ccccc1NC(=O)Cn1c(=O)cnc2ccccc21	0.1	2	1.7	2	-1	-0.1	0	8	-3

Whole records, looked up by structure. Order of screens: zVAD death inh	Runt-SMMHC FRET	TNF death inh	EP2 mod	Hck-Nef inh	PERK inhibitor	RBBP9 inh	PGE2 EP2 inh	Runt-CBFb FRET
Results for O=C(CCC(=O)OCC(=O)c1ccc([N+](=O)[O-])cc1)NC1CCCCC1 = -0.1	-3	-3.5	16	8	0.8	1	2	4
Results for COc1cc(-c2cc(C(=O)Nc3ccc(O)cc3)c3ccccc3n2)cc(OC)c1OC = 4.0	-1	-11	-28	14	-2.4	-13	7	17

Some of these compounds in order of the Runt-CBFb FRET value, low to high:
structure	Runt-CBFb FRET
O=C(Nc1ncc(Cc2cccc(C(F)(F)F)c2)s1)C1CCCO1 (stereo unspecified)	-2
CCCCn1c(S(=O)(=O)O)nc2ccccc21	0
N#CC(c1ccc(F)cc1)c1ccc(C(=O)c2ccc(F)cc2)cc1 (stereo unspecified)	1
Nc1nc(SCC(=O)c2ccc(Br)s2)n[nH]1	6

More results:
SMILES	zVAD death inh	Runt-SMMHC FRET	TNF death inh	EP2 mod	Hck-Nef inh	PERK inhibitor	RBBP9 inh	PGE2 EP2 inh	Runt-CBFb FRET
CC(C)c1ccc(NC(=S)NN2CCN(C)CC2)cc1	-0.6	-2	-1.8	-6	4	0.9	-1	9	-1
CCOC(=O)N1CCC(N2Cc3cccc(C(=O)N4CCN(c5cccc(Cl)c5)CC4)c3C2=O)CC1	-1.3	1	-0.2	-55	-2	-0.3	-2	3	.
CCOc1ccc(CNc2ccc(N3CCCC3)cc2)cc1	-0.7	8	-12	-5	-8	-0.8	6	6	1
Cc1cccc2c(=O)cc(C)n(CC(N)=O)c12	1.1	-6	1.4	-5	11	1.6	-8	8	-1
CCOc1ccc(Nc2nc(Cl)nc(N3CCN(c4ccc(OC)cc4)CC3)n2)cc1	0.7	0	3.0	-28	-2	0.0	-1	1	2
O=C(CSc1nc2c([nH]c3ccccc32)c(=O)n1-c1ccccc1)N1CCOCC1	1.2	2	2.2	9	-3	0.7	-6	12	9
COc1ccccc1N1CN(CCc2ccccc2)CNC1=S	0.2	-6	-2.2	4	-4	-0.8	2	8	0
CC(C)n1c(N2CCN(C(=O)c3cccs3)CC2)nc2ccccc21	-0.2	0	-4.9	6	-1	-0.8	-7	8	2
c1ccc(-n2nnnc2SCCCSc2nc3ccccc3s2)cc1	0.2	-4	-4.0	0	2	0.2	-15	13	-4
COc1ccc(CNC(=O)Cn2ncn3c(cc4ccccc43)c2=O)cc1	-0.1	-1	1.6	4	21	0.5	-2	6	-1
CCc1cccc(NC(=O)c2cc(OC)c(OC)c(OC)c2)c1	51	-2	0.6	-48	26	-0.1	8	7	-3
COC(=O)c1c(NC(=O)CN2CCN(c3cccc(Cl)c3)CC2)sc(C)c1C	1.3	3	1.6	3	3	1.5	-2	3	-2
O=C(N/N=C\c1ccc(COc2ccc([N+](=O)[O-])cc2)o1)c1ccc(Cl)cc1	0.0	-1	-2.7	-1	2	0.8	-1	13	4
Cc1ccc(S(=O)(=O)Cc2ccc(C(=O)N3CCN(c4ccccn4)CC3)o2)cc1	1.3	0	-3.1	-1	0	0.4	-5	13	2
Cc1cc(C)c(OC2(c3ccccc3)OC(=O)c3ccccc32)c(C)c1 (stereo unspecified)	-0.1	7	-2.9	47	0	-0.7	-5	4	-3

Assay outcomes as filed in PubChem BioAssay.
